# APOBEC3G inh – blocks human APOBEC3G single-stranded DNA deamination; Q9HC16; recombinant A3G, ssDNA deamination FAM/TAMRA fluorescence; inhibition, % at 20 µM; 0.28% of 330,000 active; AID 493012;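 active = inhibition of at least 40% at 20 µM, with no more than 30% in the related APOBEC3A deaminase screen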;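 also: plate controls were DMSO wells with A3G for no effect and wells lacking A3G enzyme for full effect; some compounds called inactive have numbers as strong as hits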
# Target sequence (Q9HC16 whole entry, looked up): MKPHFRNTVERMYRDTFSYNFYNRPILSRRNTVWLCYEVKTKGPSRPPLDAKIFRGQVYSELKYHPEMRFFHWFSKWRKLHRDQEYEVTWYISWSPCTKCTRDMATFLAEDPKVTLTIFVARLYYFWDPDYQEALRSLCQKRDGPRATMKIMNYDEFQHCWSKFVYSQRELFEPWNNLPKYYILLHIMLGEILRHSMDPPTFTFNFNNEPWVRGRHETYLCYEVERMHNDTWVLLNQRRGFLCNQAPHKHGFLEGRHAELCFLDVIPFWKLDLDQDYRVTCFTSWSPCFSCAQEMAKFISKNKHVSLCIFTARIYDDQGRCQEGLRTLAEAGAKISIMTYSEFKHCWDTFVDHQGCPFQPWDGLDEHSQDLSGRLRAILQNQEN
# NLRP3 yeast inh – inhibitors of NALP3 inflammasome in yeast. Yeast reconstituted NLRP3/ASC/caspase-1, beta-gal luminescence, 24 h. inhibition, % at 10 µM. 0.39% of 330,000 active;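 active = inhibition of 50% or more; inactive = inhibition below 50%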;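 also: plate controls were induced DMSO wells for no effect and uninduced yeast grown without galactose for full effect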
# hIAP act – increases human intestinal alkaline phosphatase activity; purified human IAP, CDP-Star luminescence, 30 min; active compounds read high; 1 = vehicle-only enzyme, 0 = enzyme-free background; 0.16% of 330,000 active; P09923; activation factor at 10 µM;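 active = activation factor of the enzyme at least 2-fold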; also: the source names both 10 and 20 µM as test concentration; values of inactives mirror those of a sister screen read the other way
# mIAP inh – mouse IAP inhibition. purified mouse IAP, CDP-Star luminescence, 30 min. inhibition, % at 10 µM. 0.2% of 330,000 active. AID 2806;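 active = inhibition of at least 40% at 10 µM in the primary screen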;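 also: plate controls were DMSO with enzyme for no effect and no enzyme wells for full effect; values of inactives mirror those of a sister screen read the other way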
# MIN6 prolif – inducers of beta-cell replication in MIN6 cells; proliferation, % at 10 µM; MIN6 cells proliferation, ATPlite luminescence, 48 h; cells starved in 0.2% serum; 100% = growth in 10% serum; AID 2380; 0.29% of 330,000 active;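 active = compounds whose signal lies at least 3.5 SD above the mean of all wells on their plate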;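 also: 0% = DMSO-treated cells in low-serum medium and 100% = 10% serum control; some compounds called inactive have numbers as strong as hits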
# mIAP act – increases mouse intestinal alkaline phosphatase activity | muIAP, CDP-Star luminescence, 30 min; active compounds read high; 1 = vehicle-only enzyme signal, 0 = enzyme-free wells | activation factor at 10 µM | 0.24% of 330,000 active | AID 2805;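 active = activation factor of at least 2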; also: the source names both 10 and 20 µM as test concentration; values of inactives mirror those of a sister screen read the other way
#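 Assay system: mouse IAP enzyme / Compound: DMSO-dissolved test compounds / Timing: 30 min, room temperature / Measured by: luminescence from enzymatic CDP-Star hydrolysis / Control set: DMSO-only wells, enzyme-free buffer wells as negative control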
# SENP1 inh – blocks the human SENP1 SUMO protease catalytic domain; inhibition, % at 10 µM; Q9P0U3; AID 624204; 0.21% of 360,000 active; recombinant SENP1 catalytic domain, CyPet-SUMO1-YPet FRET cleavage;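 active = inhibition at least 30% at 10 µM, raw YFP signal under a set limit, fluorescence ratio 0.5 to 1.5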;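 also: 0% = enzyme with DMSO and 100% = no enzyme wells; some results filed as inactive read as strong as hits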
# Target sequence (Q9P0U3 419-644 limits assumed): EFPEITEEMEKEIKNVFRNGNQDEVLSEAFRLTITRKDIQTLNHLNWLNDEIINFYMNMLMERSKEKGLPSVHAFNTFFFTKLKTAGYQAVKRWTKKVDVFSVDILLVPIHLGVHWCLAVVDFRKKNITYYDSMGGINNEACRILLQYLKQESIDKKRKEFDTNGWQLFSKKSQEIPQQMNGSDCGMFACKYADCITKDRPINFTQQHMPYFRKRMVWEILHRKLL
#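 System: Recombinant human SENP1 catalytic domain, His6-tagged | Incubation: Enzyme reaction for 50 min at room temperature, dark | Medium: Tris pH 8 with BME, BSA, NP40 and catalase | Also added: 25 nM SUMO1 FRET substrate | Compound: 10 µM single point, 0.5% DMSO | Measured by: FRET fluorescence in CFP and YFP emission channels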
# A3A deaminase – human APOBEC3A DNA deaminase inhibition; inhibition, % at 20 µM; P31941; 0.41% of 330,000 active; AID 493011; recombinant A3A, FAM/TAMRA ssDNA deamination fluorescence;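 active = at least 40% inhibition at 20 µM here, with at most 30% in a related deaminase screen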;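 also: plate controls were A3A with DMSO for no effect and wells lacking A3A enzyme for full effect; some results filed as inactive read as strong as hits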
# Target sequence (P31941 whole entry, looked up): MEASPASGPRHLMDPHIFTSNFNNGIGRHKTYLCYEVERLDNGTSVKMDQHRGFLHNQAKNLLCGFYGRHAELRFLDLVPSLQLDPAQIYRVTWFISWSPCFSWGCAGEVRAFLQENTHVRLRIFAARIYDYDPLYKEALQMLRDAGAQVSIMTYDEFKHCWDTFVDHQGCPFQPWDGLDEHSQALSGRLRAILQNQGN
# hIAP block – blocks human intestinal alkaline phosphatase. P09923. purified IAP, CDP-Star luminescence, 30 min. inhibition, % at 10 µM. 0.12% of 330,000 active. AID 2544;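 active = inhibition reaching a set limit with compound at 10 µM in the primary screen, cut at about 35% in these data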;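 also: plate controls were DMSO wells with enzyme for no effect and no-enzyme buffer wells for full effect; values of inactives mirror those of a sister screen read the other way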
# * marks the source's active call; other numbers are inactive results; & = joins results of further samples.
1: CCCCOc1cccc(/C=C(\C#N)C(=O)NC2CC2)c1
2: Cc1cccc(C(=O)Nc2ccc(S(=O)(=O)Nc3nc(C)cc(C)n3)cc2)c1
3: O=C1c2ccccc2C(=O)C1c1nccc2ccccc12
4: CNC(=O)NC(=O)COC(=O)/C=C/c1cccc(Br)c1
5: Cc1[nH]c2ccccc2c1C(=O)CN1CCCC1
6: CSc1cc(-c2ccc(Cl)cc2)c(C(=O)N2CCCC2)s1
compound no.	1	2	3	4	5	6
APOBEC3G inh	0	-3	-6	2	-4	-7
NLRP3 yeast inh	51*	5	15	-2	6	16
hIAP act	0.9	0.95	1.1	1.1	1.1	0.82
mIAP inh	5	6	-3	-6	2	3
MIN6 prolif	-6	-3	-6	-4	-3	-1
mIAP act	0.95	0.94	1	1.1	0.98	0.97
SENP1 inh	1	1	-13	0	-14	-2
A3A deaminase	0	-3	3	1	-2	-5
hIAP block	10	5	-9	-8	-15	18

# Along the list, quoted from above:
# hIAP block for nos. 1–6 → 10, 5, -9, -8, -15, 18
# mIAP act for nos. 1–6 → 0.95, 0.94, 1, 1.1, 0.98, 0.97

# Additional results follow:
7: COc1ccc(-c2cn[nH]c2-c2ccc(OCC(=O)NN)cc2O)cc1OC
8: CSc1ccccc1C(=O)N1CCC(CCC(=O)NC2CC2)CC1
9: CCOP(=O)(OCC)C(NC(C)=O)C(=O)c1ccccc1 (configuration not stated)
10: COc1ccc(N2CCN(C(=O)CCNC(=O)c3ccc(C(C)(C)C)cc3)CC2)cc1
11: CC1(c2ccccc2)NC(=O)N(CC(=O)NNC(=O)c2ccccc2F)C1=O (configuration not stated)
12: CCCC(=O)Nc1ccc(NC(=O)Cc2ccccc2)cn1
compound no.	7	8	9	10	11	12
APOBEC3G inh	-4	-4	-9	-1	-3	-4
NLRP3 yeast inh	12	6	12	20	2	8
hIAP act	1.4	1.1	0.9	1.3	1.3	0.84
mIAP inh	0	1	6	-9	1	-3
MIN6 prolif	0	0	-1	0	-3	-1
mIAP act	1	0.99	0.94	1.1	0.99	1
SENP1 inh	2	1	4	2	1	-1
A3A deaminase	-2	-2	-1	-2	1	-3
hIAP block	-36	-13	10	-29	-25	16

13: CCOC(=O)c1c(C)c(-c2ccccc2)n(CC(=O)NCCC(C)C)c1C
14: Cc1ccc(C(=O)N/C(=C\c2ccco2)C(=O)NCCN2CCOCC2)cc1C
15: CN(NC1OC(=O)c2ccccc21)c1ccc(Cl)cc1[N+](=O)[O-] (configuration not stated)
16: CC(C)Cn1c(N)c(C(=O)COC(=O)c2ccc(Cl)cc2)c(=O)n(C)c1=O
17: Fc1cccc(NCc2ccoc2)c1
18: O=C(c1ccc(Cn2cc(Cl)cn2)cc1)N1CCN(c2ccccc2)CC1
compound no.	13	14	15	16	17	18
APOBEC3G inh	1	-3	2	-8	-5	-6
NLRP3 yeast inh	8	6	16	14	-9	21
hIAP act	1	1.2	0.91	1	0.94	1.1
mIAP inh	-15	-8	11	-7	3	0
MIN6 prolif	-3	-1	-2	-2	-2	-4
mIAP act	1.2	1.1	0.89	1.1	0.97	1
SENP1 inh	1	-2	1	-8	-2	2
A3A deaminase	-2	-3	3	7	0	-3
hIAP block	0	-16	10	-3	6	-6

# Filtered by structure, the entries above with sulfur.
2: Cc1cccc(C(=O)Nc2ccc(S(=O)(=O)Nc3nc(C)cc(C)n3)cc2)c1
6: CSc1cc(-c2ccc(Cl)cc2)c(C(=O)N2CCCC2)s1
8: CSc1ccccc1C(=O)N1CCC(CCC(=O)NC2CC2)CC1
compound no.	2	6	8
APOBEC3G inh	-3	-7	-4
NLRP3 yeast inh	5	16	6
hIAP act	0.95	0.82	1.1
mIAP inh	6	3	1
MIN6 prolif	-3	-1	0
mIAP act	0.94	0.97	0.99
SENP1 inh	1	-2	1
A3A deaminase	-3	-5	-2
hIAP block	5	18	-13

# Remaining list, next part
19: O=C(NCc1ccco1)Nc1ccc2nsnc2c1
20: COC(CNC(=O)c1c[nH]c2ccc(S(=O)(=O)N3CCOCC3)cc2c1=O)OC
21: Cn1c(CN2CCCCC2)nc2cc(NC(=O)c3ccccc3)ccc21
22: CCOc1ccc(NC(=O)CCCOc2cc(=O)n(C)c3ccccc23)cc1
23: CN(C1=NC(=O)C(CC(=O)O)S1)c1ccc(O)cc1 (configuration not stated)
24: CC(C)NC(=O)c1ccccc1NC(=O)C1COc2ccccc2O1 (configuration not stated)
compound no.	19	20	21	22	23	24
APOBEC3G inh	-8	-4	-4	-2	-5	2
NLRP3 yeast inh	-4	10	21	-11	6	7
hIAP act	1.2	1	0.89	0.99	0.97	0.93
mIAP inh	0	12	-1	-9	0	5
MIN6 prolif	-2	2	1	0	0	2
mIAP act	1	0.88	1	1.1	1	0.95
SENP1 inh	2	-2	-8	1	2	1
A3A deaminase	-5	-5	-1	-2	-1	1
hIAP block	-17	-4	11	1	3	8

# 3 entries out of the list above, arranged by their value in NLRP3 yeast inh, low to high:
item	compound	APOBEC3G inh	NLRP3 yeast inh	hIAP act	mIAP inh	mIAP act	SENP1 inh	A3A deaminase	hIAP block
23	CN(C1=NC(=O)C(CC(=O)O)S1)c1ccc(O)cc1 (configuration not stated)	-5	6	0.97	0	1	2	-1	3
24	CC(C)NC(=O)c1ccccc1NC(=O)C1COc2ccccc2O1 (configuration not stated)	2	7	0.93	5	0.95	1	1	8
21	Cn1c(CN2CCCCC2)nc2cc(NC(=O)c3ccccc3)ccc21	-4	21	0.89	-1	1	-8	-1	11

# Other records:
25: CC(=O)Nc1ccc(C(C#N)c2ccccc2)cc1 (configuration not stated)
26: CCCS(=O)(=O)N1CCC(C(=O)N2CCCC2)CC1
27: CCCCOC(=O)c1ccc(NC(c2ccc(C)cc2)P(=O)(OC)OC)cc1 (configuration not stated)
28: COc1ccc(N2C(=O)c3ccc(C(=O)Nc4cc(OC)ccc4OC)cc3C2=O)cc1
29: CSCCC(NC(=O)c1ccco1)C(=O)N1CCN(Cc2ccccc2)CC1 (configuration not stated)
30: Nc1ccc(-c2cc(N)n(-c3ccccc3)n2)cc1
compound no.	25	26	27	28	29	30
APOBEC3G inh	7	-6	-3	-1	-7	-6
NLRP3 yeast inh	15	-2	8	6	12	-5
hIAP act	0.93	1.2	0.96	1.2	1.2	0.94
mIAP inh	-5	-10	-8	1	-9	-26
MIN6 prolif	-1	-2	-2	0	-3	2
mIAP act	1.1	1.1	1.1	0.99	1.1	1.3
SENP1 inh	0	1	1	3	0	-1
A3A deaminase	-2	0	2	-3	-1	-4
hIAP block	7	-16	4	-16	-19	6

31: Cc1cccc(N2CCN(C(=O)c3cccc(N4CCCC4=O)c3)C(C)C2)c1 (configuration not stated)
32: COc1ccc(C(=O)NC2CCCc3c2cnn3-c2ccccc2F)o1 (configuration not stated)
33: Cc1ccnc(NC(=O)Cc2ccc([N+](=O)[O-])cc2)c1
34: COc1cc(F)c(C2=CC(=O)C[C@H](c3ccc4c(c3)OCO4)C2)cc1F
35: Cc1cc(C)c(S(=O)(=O)c2cccc(Cl)c2)c(=O)[nH]1
36: CCC1(CC)NC(=O)N(CC(=O)NCc2ccc3c(c2)OCO3)C1=O
compound no.	31	32	33	34	35	36
APOBEC3G inh	-1	1	-4	-2	-10	-2
NLRP3 yeast inh	-3	-4	14	24	3	-6
hIAP act	1	1.1	0.96	0.9	1	1
mIAP inh	2	3	9	12	7	-10
MIN6 prolif	-1	4	-1	-5	1	-1
mIAP act	0.97	0.97	0.91	0.88	0.93	1.1
SENP1 inh	2	-5	-2	2	0	0
A3A deaminase	-4	-4	-2	1	-5	1
hIAP block	-4	-10	4	10	-3	-1

37: COCCNc1oc(COc2cccc(C)c2)nc1C#N
38: CCOC(=O)c1c(C)[nH]c(C)c1C(=O)COC(=O)[C@@H]1CCCN1S(=O)(=O)c1ccc(Cl)cc1
39: CCN(CC(=O)Nc1c(F)cccc1F)C(=O)CCNS(=O)(=O)c1ccccc1C(F)(F)F
40: COC(=O)c1c(S(C)(=O)=O)nc(-c2ccccc2)[nH]c1=O
41: Cc1cc(Cl)ccc1NC(=S)N(CCCN1CCOCC1)Cc1cccs1
42: CN1CCc2c(c3ccccc3n2Cc2ccccc2)C1
compound no.	37	38	39	40	41	42
APOBEC3G inh	3	-1	-3	-9	-6	-10
NLRP3 yeast inh	5	22	2	6	13	18
hIAP act	0.95	1.1	1.1	1	0.94	0.84
mIAP inh	-3	4	-4	2	-4	-7
MIN6 prolif	-1	0	3	1	5	0
mIAP act	1	0.95	1	0.98	1	1.1
SENP1 inh	-1	5	0	0	2	3&3
A3A deaminase	0	12	1	-3	-2	-4
hIAP block	5	-12	-13	-4	6	16

43: CC(=O)Oc1cccc(N2C(=O)C3C4C=CC(CC4)C3C2=O)c1 (configuration not stated)
44: CC(=O)c1c(Cl)nc2cccc3c2c1-c1ccccc1C3=O
45: CCCCCC[C@@H]([C@@H](C)O)n1cnc2c(N)ncnc21
46: CCN(C(=O)c1cccc(S(=O)(=O)N2CCc3ccccc32)c1)C1CCS(=O)(=O)C1 (configuration not stated)
47: CSc1ncccc1C(=O)OCC(=O)c1cccs1
48: CCn1cnc2c1c(=O)n(Cc1cccc(Br)c1)c(=O)n2Cc1ccccc1
compound no.	43	44	45	46	47	48
APOBEC3G inh	-8	9	-7	-6	-3	-2
NLRP3 yeast inh	19	-2	14	-1	12	21
hIAP act	0.99	1.2	0.97	0.89	0.99	1
mIAP inh	4	14	9	-5	-4	3
MIN6 prolif	-2	-5	4	0	0	-4
mIAP act	0.96	0.86	0.91	1	1	0.97
SENP1 inh	0	2	-1	2	0	-10
A3A deaminase	-6	-26	0	-3	-2	2
hIAP block	1	-16	3	11	1	0

49: O=[N+]([O-])c1c(Nc2ccccc2O)cc(Cl)c2nonc12
50: CC(=O)c1ccc(NC(=O)CSc2nnc(Cn3cnc4ccccc43)o2)cc1
51: COc1ccc(S(=O)(=O)CCC(=O)Nc2ccc(OC)cc2OC)cc1
52: CCOc1ccc(C(=O)N(CC)CC(=O)Nc2ccc3c(c2)OCCO3)cc1
53: COCC(=O)Nc1ccc(OC)c(Cl)c1
54: COc1ccc(C)cc1NC(=O)c1cc2c(s1)CCC2
55: O=C(COC(=O)Cc1ccc2c(c1)OCCO2)Nc1ccc(S(=O)(=O)N2CCCC2)cc1
56: OC(CNC1CCCC1)COc1ccc(-c2ccccc2)cc1 (configuration not stated)
57: Cc1cc(NS(=O)(=O)c2ccc(NC(=O)CSc3nnc(-c4ccco4)n3Cc3ccco3)cc2)nc(C)n1
compound no.	49	50	51	52	53	54	55	56	57
APOBEC3G inh	2	0	-4	-11	-8	-3	-2	-9	-1
NLRP3 yeast inh	39	7	-15	5	1	29	14	6	4
hIAP act	1.1	1.1	0.86	0.93	1	1.2	0.95	1.1	1
mIAP inh	13	12	-1	-12	-5	-1	-3	3	17
MIN6 prolif	-5	2	-2	0	-2	-3	1	-4	0
mIAP act	0.87	0.88	1	1.1	1	1	1	0.97	0.83
SENP1 inh	4	3	0	2	2	2	2	3	-5
A3A deaminase	-3	0	-1	-3	1	-3	-2	0	3
hIAP block	-13	-8	14	7	-3	-15	5	-12	-4

# Screening results deposited in PubChem BioAssay by Sanford-Burnham Center for Chemical Genomics.

# The list is partial. The share of hits here may be higher or lower than overall.
